# From PubChem
# LDHA block: LDHA (human) enzyme inhibition | AID 1347041 | P00338 | purified LDHA, NADH/diaphorase-resazurin fluorescence; hits give low values | activity change, % (values are at about 110 or 230 µM) | actives 0.15% (n = 480,000); in the data active = activity change below about -30%; inconclusive = mostly about -25% to -30%;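 also: plate controls were DMSO wells for no effect and wells without enzyme for full effect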
#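 Enzyme activity of human lactate dehydrogenase 5 (2 nM; 0.06 mM NADH, 0.2 mM pyruvate, 5 min, RT) is measured via a resazurin/diaphorase fluorescence readout of residual NADH.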
# Anesthetic bind: binds horse apoferritin like a general anesthetic | apoferritin/1-aminoanthracene competitive binding, fluorescence | AID 485281 | actives 0.074% (n = 350,000) | Potency, µM (highest dose often 77.5 µM), for the others: top-dose activity change, negative = displacement, most hits filed as inhibitors; also: potency is read from the fitted curve at half-maximal effect; % is scaled to controls: 0 for no effect and ±100 for the full control effect; nearly all actives have a fitted effect of over 20% in size
# Target sequence (P02791 2-175 limits assumed): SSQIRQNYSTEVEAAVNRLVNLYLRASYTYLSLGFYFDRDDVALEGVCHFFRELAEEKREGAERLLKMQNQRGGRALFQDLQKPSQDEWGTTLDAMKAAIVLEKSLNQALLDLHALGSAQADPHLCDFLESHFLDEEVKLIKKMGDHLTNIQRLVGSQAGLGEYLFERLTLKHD
#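 Read-out: endpoint 1-AMA fluorescence, excitation 380 nm and emission 535 nm, after compounds sit 10 min at room temperature with 10 uM horse-spleen apoferritin in 50% saturated 1-AMA/PBS. Values come from four-parameter Hill fits.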
# POLB inh: inhibitors of human DNA polymerase beta. Pol beta primer extension/strand displacement, fluorescence kinetic. Potency, µM (titrated, usually from 114 µM), for the others: top-dose activity change, negative = inhibition, hits mostly inhibitors. actives 1.3% (n = 340,000); also: potency is read from the fitted curve at half-maximal effect; % is scaled to controls: 0 for no effect and ±100 for the full control effect
#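 Curves were derived by four-parameter Hill fits of normalized qHTS data. The kinetic fluorescent primer-extension read was taken at 0 and 10 min after 50 nM substrate, following a 15 min room-temperature preincubation of 10 nM enzyme with compounds.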
# Pol iota inh: blocks human DNA polymerase iota activity | Pol iota fluorescent replication assay, 10 min | actives 1% (n = 390,000) | Potency, µM (doses to about 115 µM), inactives show at the highest dose activity, negative = inhibition, actives largely listed as inhibitors | AID 588590; also: potency is read from the fitted curve at half-maximal effect
# Target sequence (Q9UNA4 whole entry, looked up): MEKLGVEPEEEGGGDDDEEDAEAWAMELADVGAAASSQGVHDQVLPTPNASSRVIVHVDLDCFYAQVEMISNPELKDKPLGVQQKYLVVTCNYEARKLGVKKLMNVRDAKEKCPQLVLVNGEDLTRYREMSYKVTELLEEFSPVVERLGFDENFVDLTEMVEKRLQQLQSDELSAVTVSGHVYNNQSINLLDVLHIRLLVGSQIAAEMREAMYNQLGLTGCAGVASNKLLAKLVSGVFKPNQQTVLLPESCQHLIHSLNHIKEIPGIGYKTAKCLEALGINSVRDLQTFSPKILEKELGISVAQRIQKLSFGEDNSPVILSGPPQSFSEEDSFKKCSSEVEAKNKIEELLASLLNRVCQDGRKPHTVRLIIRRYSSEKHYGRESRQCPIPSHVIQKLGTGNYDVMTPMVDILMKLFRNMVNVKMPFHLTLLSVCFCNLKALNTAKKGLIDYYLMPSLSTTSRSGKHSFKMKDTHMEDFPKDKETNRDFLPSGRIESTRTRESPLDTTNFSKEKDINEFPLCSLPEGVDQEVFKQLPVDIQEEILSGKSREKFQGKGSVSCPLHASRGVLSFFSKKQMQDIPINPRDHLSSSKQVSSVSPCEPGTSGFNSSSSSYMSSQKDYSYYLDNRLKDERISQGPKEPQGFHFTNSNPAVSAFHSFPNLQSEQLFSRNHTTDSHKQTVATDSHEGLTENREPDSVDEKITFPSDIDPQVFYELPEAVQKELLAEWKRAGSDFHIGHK
#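 Pol iota at 10 nM preincubated 15 min with compounds at room temperature; reaction started with fluorescent substrate, 50 nM final. Fluorescence read kinetically at 0 and 10 min; buffer-only wells as negative control.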
# Glioma ERSR ind: induces the endoplasmic reticulum stress response in human glioma cells. U87-MG GRP78 promoter luciferase reporter, 16 h. Potency, µM, inactives show at the top dose activation, usual class: activators. actives 0.02% (n = 420,000); also: potency is read from the fitted curve at half-maximal effect; series mostly up to about 76 µM; % of control where 0% means no effect; nearly all actives have a fitted effect of over 35% in size
#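 Stably transfected U87-MG glioma cells carrying a GRP78-based luciferase sensor; 16 h compound incubation. Luminescence end-point read 10 min after Bright-Glo addition at room temperature.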
# APE1 inh: inhibitors of human APE1 endonuclease; P27695; recombinant APE1, TAMRA/BHQ-2 abasic DNA cleavage fluorescence; Potency, µM (titrated, usually from 65.8 µM), inactives show top-dose activity change, negative = inhibition, actives largely listed as inhibitors; actives 0.35% (n = 350,000);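 also: potency is read from the fitted curve at half-maximal effect; plate controls were vehicle for no effect and reference inhibitor for full effect; nearly all actives have a fitted effect of over 55% in size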
#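 Endonuclease cleavage of a quenched abasic-site DNA duplex (50 nM) by APE1 (0.75 nM) was tracked by TAMRA dequenching. Compounds were preincubated with enzyme 15 min at room temperature; data normalized to buffer-only and DMSO wells plus NSC13755 control.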
# BLM inh: blocks DNA unwinding by human BLM helicase | AID 2528 | recombinant BLM DNA unwinding, fluorescence dequenching | Potency, µM (series often up to 56.1 µM), for the others: at the top dose activity change, negative = inhibition, most hits filed as inhibitors | actives 0.2% (n = 350,000);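 also: potency is read from the fitted curve at half-maximal effect; plate controls were vehicle for no effect and no enzyme for full effect; nearly all actives have a fitted effect of over 35% in size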
# POLH inh: inhibitors of human DNA polymerase eta. Q9Y253. recombinant Pol eta, fluorescent DNA replication assay. actives 1.2% (n = 390,000). Potency, µM (highest dose often 114 µM), without a hit: at the top dose activity change, negative = inhibition, most hits filed as inhibitors; also: potency is read from the fitted curve at half-maximal effect; % is scaled to controls: 0 for no effect and ±100 for the full control effect
#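 Pol eta (10 nM) was preincubated with compounds for 15 min at room temperature, after which fluorescent replication substrate (50 nM final) was added to start the reaction. Fluorescence was read kinetically at 0 and 10 min.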
# POLK inh: inhibitors of human DNA polymerase kappa; actives 0.53% (n = 400,000); AID 588579; purified Pol kappa, fluorescent DNA synthesis assay, 10 min; Q9UBT6; Potency, µM (highest dose often 107 µM), for the others: top-dose activity, negative = inhibition, usual class: inhibitors; also: potency is read from the fitted curve at half-maximal effect; % is scaled to controls: 0 for no effect and ±100 for the full control effect
#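 Kinetic fluorescence readout at 0 and 10 min followed reaction start with substrate at 50 nM final. Beforehand, enzyme (10 nM Pol kappa) stood 15 min with compound at room temperature; buffer-only wells were negative controls.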
# * marks the source's active call; other numbers are inactive results; ? = inconclusive; · = no result given; & = joins results of further samples; [ ] = another dose, or the depositor's remark. Unless noted, calls follow the shape of the dose curve; as a rule, active = well fitted curve in the direction sought with a large enough effect; inconclusive = small, poorly fitted or top-dose-only effect, or another doubt; inactive = no such curve, though single readings can be large; an effect the other way counts as inactive or inconclusive. A portion of the library (hit frequency here may not be typical).
SMILES | LDHA block | Anesthetic bind | POLB inh | Pol iota inh | Glioma ERSR ind | APE1 inh | BLM inh | POLH inh | POLK inh
Cc1ccc(-c2nnc(NC(=O)c3ccc4c(c3)OCCO4)o2)c(C)c1 | -1 | -5% | 2% | -6% | -3% | · | -9% | 4% | -9%[60.1 µM]
CCCN(CCC)CCCNC(=O)C1c2cc(OC)c(OC)cc2C(=O)N(C)C1c1cccs1 (stereo not given) | -6 | -3% | 15% | 19% | -3% | -12% | 0% | 1% | -15%
COc1cc(NC(=O)c2ccc(Cl)cc2)c2ncccc2c1 | -2 | 5% | 6% | 7% | 0% | 3% | -3% | -1% | 0%
CCCCN(Cc1ccco1)C(=O)c1cc2c(s1)-c1c(C)cccc1OC2 | 0 | 117%[activator] | -5% | ? | -1% | · | -9% | -12% | -12%
O=Cc1ccc(OCc2nnc(-c3ccccc3Br)o2)cc1 | -5 | -5% | -10% | 28% | 8% | 1% | -3% | -5% | -6%
CC1CN(S(=O)(=O)c2ccc(F)cc2)CN1C(=O)N1CCOCC1 (stereo not given) | -11 | 0% | 0% | 54%[activator] | -4% | 8% | 2% | -5% | 1%
CCc1cccc(NC(=O)Cn2c(C(=O)OC)cc3sc(Cl)cc32)c1 | -8 | 6% | 39% | -11% | 0% | · | -4% | -7% | 3%
O=C(Nc1ccc(Cl)cc1)c1cccc(N2C(=O)C3C4CCC(C4)C3C2=O)c1 (stereo not given) | -1 | -17% | ? | 10% | 2% | 2% | -13% | -9% | -18%
COc1cc(C(=O)Nc2cc(Cl)ccc2C)c(-n2cnnn2)cc1OC | -5 | 2% | -3% | -3% | -4% | 3% | 2% | -5% | -11%
COc1ccc(S(=O)(=O)N(CC(=O)N2CCN(c3ccccc3)CC2)c2ccccc2)cc1 | 0 | -11% | -9% | 8% | -3% | -7% | -11% | -16% | -4%
COc1ccc(/C=C/CN2CCN(Cc3ccc(F)cc3)C(CCO)C2)cc1 (stereo not given) | 0 | -6% | -8% | 15% | -4% | 0% | -4% | -13% | 4%
Cc1ccc2oc(-c3cc(NC(=O)Cc4ccccc4)ccc3Cl)nc2c1 | -10 | -5% | 33% | 13% | -2% | · | -4% | -3% | -12%
COc1ccc(C2C=C(c3ccc(C)c(C)c3)Nc3ncnn32)c(OC)c1OC (stereo not given) | 2 | 708%[activator] | 15% | 10% | -6% | -3% | -1% | -16% | 12%
Cc1cc(C(C)(C)C)ccc1Oc1cccc2c1S(=O)(=O)N(C1CCCC1)CC(COCc1ccccc1)O2 (stereo not given) | -1 | · | · | -11% | -1% | · | · | 3% | -10%
Cc1cnc(C(=O)N2CCN(S(=O)(=O)c3ccc(F)c(F)c3F)CC2)cn1 | -6 | · | · | -1% | -2% | 3% | · | -2% | -10%
O=C1CC(N2CCc3ccccc32)C(=O)N1c1ccc(F)cc1 (stereo not given) | -1 | -16% | -2% | 7% | 2% | 2% | -5% | -24% | -1%
Cc1c(C(=O)NCc2ccc3c(c2)OCO3)oc2ccccc12 | -3 | -1% | 8% | 17% | -3% | 9% | -2% | -13% | -13%
CC(C)(C)c1ccc2c(c1)OC(C(=O)N/N=C\c1ccc(-c3cccc(C(=O)O)c3)o1)CO2 (stereo not given) | 7 | -8% | -37% | ? | 5% | ? | -8% | 11µM* | ?
CCCCNC(=O)c1onc(CSc2ccc(C)c(C)c2)c1C(=O)O | -1 | -18% | 36% | 2% | -3% | -2% | 1% | 3% | -11%
O=C(NCCc1ccccc1)c1ccc2c(c1)OCCCO2 | -6 | -3% | 2% | 33%[activator] | -19% | 22% | -1% | -16% | -3%
CCOC(=O)CC(NC(=O)c1cccc2c1C(=O)N(Cc1cccnc1)C2)c1ccc(OCC)c(OC)c1 (stereo not given) | 0 | -10% | -1% | 20% | -1% | ? | 0% | -11% | -3%
Cc1ccc(-c2nc(CS(=O)(=O)CC(=O)N3CCOCC3)c(C)o2)cc1 | -6 | -1% | 1% | 26% | -3% | -4% | 1% | 1% | 12%
C=CCn1c(-c2sc(-c3ccccc3)nc2C)n[nH]c1=S | -15 | -2% | ? | 112%[activator] | -1% | -2% | -1% | 11% | 1%
CCCN(CCC)C(=O)Cn1ccc(=N)c2ccccc21 | -6 | -7% | 0% | 24% | -6% | -2% | 1% | -18% | 1%
CCc1ccc(-c2c(C)sc(NC(C)=O)c2C(N)=O)cc1 | -3 | -11% | 36% | 13% | 0% | -3% | -3% | -2% | -5%
Cc1n[nH]c(C)c1CCNC(=O)C1CCC(=O)N(Cc2ccccc2F)C1 (stereo not given) | 0 | -1% | 9% | 28% | -3% | 18% | 0% | -3% | -14%
Cc1cc(C)c(N(C(=O)CN2C(=O)c3ccccc3S2(=O)=O)C(C(=O)NCC2CCCO2)c2ccc(F)cc2)c(C)c1 (stereo not given) | -1 | ? | -22% | 112%[activator] | -3% | -2% | -9% | -15% | -8%
COc1ccc(Nc2cc(C(=O)NCc3ccccn3)c3ccccc3n2)c(OC)c1 | · | 3% | 10% | · | · | -6% | -7% | · | ·
COc1ccc(C2C(C(=O)c3cccs3)=C(O)C(=O)N2c2cccc(C)n2)cc1 (stereo not given) | -13 | -2% | 17% | 68%[activator] | -6% | 6% | -3% | -16% | 0%
Cc1cc(OCCN2CCCC2)cc(C(C)C)c1 | -11 | -9% | 31% | 39%[activator] | 2% | 2% | -1% | -20% | 1%
Cc1ccc(C2CC(=O)C=C(NCc3ccccc3)C2)cc1 (stereo not given) | -1 | 5% | 19% | -9%[58.9 µM] | -4% | 3% | 1% | -11% | -11%
O=C(Cn1cnc([N+](=O)[O-])n1)c1ccccc1 | 6 | -7% | ? | 134%[activator] | -2% | -25% | -1% | -3% | -3%
Cc1ccc(C(=O)NC(=S)NCc2ccco2)cc1 | -2 | -20% | ? | 17% | 4% | ? | -12% | -22% | -14%
Cc1cccc(N2CCN(C(=O)c3ccccc3OCc3c(C)noc3C)CC2)c1C | -9 | · | · | 11% | -2% | -1% | · | -14% | -7%
CCCN1C(=O)C(Cc2nc3ccccc3c(=O)n2CC)c2ccccc21 (stereo not given) | 2 | -11% | 0% | 25% | · | · | -1% | · | -2%
C=CCc1cc(CN2CC(C)OC(C)C2)c(O)c(OC)c1 (stereo not given) | 5 | · | · | 34%[activator] | 0% | · | · | -16% | 3%
CN(C(=O)c1ccc(Cl)cc1)C1CCS(=O)(=O)C1 (stereo not given) | 0 | · | · | -3% | 3% | 6% | · | -7% | 9%
CC(=O)c1cccc(OCc2cc(C(=O)N3CC4C[C@@H]5CC3C[C@H](C4)C5)no2)c1 | 0 | ? | 2% | -20% | -3% | 39% | -2% | -11% | -2%
COc1ccc(-c2cc(-c3ccco3)[nH]c(=O)c2C#N)cc1 | 2 | -12% | ? | 27% | -1% | -1% | -5% | ? | 0%
O=C(NCc1ccccn1)c1ccc(NS(=O)(=O)c2cccc([N+](=O)[O-])c2)cc1 | -2 | · | · | -3% | -2% | -6% | · | -20% | 6%
Cc1ccn2cc(-c3ccc4c(c3)NC(=O)CO4)nc2c1 | -1 | -5% | 1% | 9% | -4% | -9% | 3% | 2% | -14%
O=C(NCCC(=O)N1CCN(S(=O)(=O)c2ccc(Cl)cc2)CC1)Nc1ccccc1 | -10 | · | · | 13% | -2% | -7% | · | -11% | -7%
O=C(Nc1ccccc1)Nc1cc(S(=O)(=O)N2CCOCC2)ccc1N1CCCC1 | -6 | -13% | 9% | 14% | 6% | 1% | -11% | -15% | -5%
CC(C)CNC(=S)Nc1ccc(F)cc1 | -2 | 1% | -1% | 2% | -3% | 6% | 4% | -10% | -3%
Cc1sc(NC(=O)c2ccco2)c(CN2CCN(c3ccccn3)CC2)c1C | -3 | 183%[activator] | 1% | 0% | 0% | -2% | -11% | -22% | -7%
COc1ccc(CNC(=O)C(C)n2c(=O)cc(C)c3c(C)nn(-c4ccccc4)c32)cc1 (stereo not given) | 0 | -7% | 2% | 16% | -4% | · | -1% | -12% | 0%
COc1ccc(-c2nc(NC(=O)c3[nH]c(C)c(C(C)=O)c3C)sc2C)cc1 | -5 | -8% | 5% | 79%[activator] | -5% | 6% | -14% | -28% | -5%
Cc1onc(-c2ccccc2)c1C(=O)N/N=C/C(Br)=C/c1ccccc1 | -16 | -14% | -26% | 13% | -3% | -7% | -8% | -7% | -17%
OC(COc1cccc2ccccc12)CN1CCN(c2ccc(Cl)cc2)CC1 (stereo not given) | 1 | -8%&49% | 55%&0% | 21% | -3% | -3%&-3% | -2%&-14% | -30% | -6%
CCOC(=O)C/C(C)=N/NC(=O)COc1ccccc1C | -6 | -4% | -7%[57.1 µM] | 4% | -3% | -3% | -1% | -14% | -13%
Cc1c[nH]c(=O)c([N+](=O)[O-])c1 | -2 | 5% | 23% | -5% | 4% | -1% | 3% | -1% | -11%
CCNc1nc(NCc2ccco2)c2ccccc2n1 | -4 | · | · | -1% | 1% | · | · | · | 1%
COc1ccc(CCNC(=O)Cc2c(C)c3cc4c(C(C)(C)C)coc4c(C)c3oc2=O)cc1OC | -4 | -14% | 24% | 10% | -2% | · | -2% | -26% | -9%
Cn1cc(-c2nc3cnc(Oc4ccccc4)nc3n(CCC#N)c2=O)c2ccccc21 | · | · | · | · | -3% | 5% | -4% | · | 1%[60.1 µM]
CC1CCCN(c2nc3c(c(=O)[nH]c(=O)n3C)n2CCSc2ncccn2)C1 (stereo not given) | · | -2% | -16% | · | · | 1% | -2% | · | ·
CCCCOC(=O)CSc1nc2ccccc2o1 | -4 | 0% | 7% | 49%[activator] | -2% | 3% | 2% | -4% | -10%
COc1cc(-c2nnn(CC(=O)N3CCOCC3)n2)cc(OC)c1OC | -2 | -7% | 25% | 17% | -3% | 12% | -4% | -6% | 3%

# Results in POLB inh (2 entries from above):
SMILES | POLB inh
Cc1ccc(-c2nc(CS(=O)(=O)CC(=O)N3CCOCC3)c(C)o2)cc1 | 1%
C=CCn1c(-c2sc(-c3ccccc3)nc2C)n[nH]c1=S | ?
